Compound activity as filed in PubChem BioAssay.
Fam108B counter: counter-screen for RBBP9 inhibitors: inhibitors of mouse Fam108B | recombinant Fam108B, FP-Rh probe fluorescence polarization | inhibition, % at 9.51 µM | hit rate 0.33% among 300,000 | AID 1947;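 active means inhibition above the screen mean inhibition plus 3 SD, computed separately per campaign, cut at about 18% in these data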;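 further: inhibitors lower polarization as less probe binds the enzyme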
TPT1 inh: C. albicans TPT1 enzyme inhibition; recombinant caTPT1, FP RNA substrate dephosphorylation; inhibition, % at 5 µM; hit rate 0.81% among 300,000; AID 1962;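 active means inhibition above the mean of all tested compounds plus 3 SD, set per screening campaign, cut at about 24% in these data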;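 further: plate controls were DMSO alone for no effect and ferristatin control at 100 nM for full effect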
MEX-5 binding: C. elegans MEX-5 TCR-2 RNA binding activity; hit rate 0.38% among 300,000; activity score (negative = inhibition of binding), % at 10 µM; AID 1832; MEX-5/FITC-TCR2 RNA binding, fluorescence polarization; hits give low values;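 active means inhibition past about -25% in most replicates, and total fluorescence under double the plate's negative control median, limit read from the data; inconclusive means replicates evenly split on the limit, or fluorescence at least double controls; inactive means too little inhibition in most replicates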;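 further: 0% = DMSO and -100% = 5 µM competing unlabeled TCR2 RNA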
Target sequence (Q9XUB2 whole entry, looked up): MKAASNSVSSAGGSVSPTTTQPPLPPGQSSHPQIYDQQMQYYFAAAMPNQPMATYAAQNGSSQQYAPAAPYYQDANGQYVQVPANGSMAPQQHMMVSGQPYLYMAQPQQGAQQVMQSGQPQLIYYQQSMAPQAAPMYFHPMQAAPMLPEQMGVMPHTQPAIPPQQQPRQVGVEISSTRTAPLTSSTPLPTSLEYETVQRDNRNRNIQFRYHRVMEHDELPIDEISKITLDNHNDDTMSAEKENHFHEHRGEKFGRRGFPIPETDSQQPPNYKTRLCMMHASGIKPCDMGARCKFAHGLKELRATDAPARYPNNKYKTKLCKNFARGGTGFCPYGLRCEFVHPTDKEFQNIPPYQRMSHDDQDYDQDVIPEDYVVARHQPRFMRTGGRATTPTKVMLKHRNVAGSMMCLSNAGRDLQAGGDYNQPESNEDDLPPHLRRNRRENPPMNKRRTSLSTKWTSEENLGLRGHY
GLD-1 TGE inh: GLD-1-TGE RNA interaction inhibition (C. elegans) | Q17339 | purified GLD-1 + fluorescein TGE RNA, fluorescence polarization | inhibition, % at 5.96 µM | hit rate 0.44% among 320,000;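 active means percent inhibition above a per-plate cutoff, the plate mean of test compounds plus 3 SD, cut at about 30% in these data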;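 further: 0% = DMSO wells with GLD-1 and probe and 100% = wells lacking GLD-1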
Target sequence (Q17339 whole entry, looked up): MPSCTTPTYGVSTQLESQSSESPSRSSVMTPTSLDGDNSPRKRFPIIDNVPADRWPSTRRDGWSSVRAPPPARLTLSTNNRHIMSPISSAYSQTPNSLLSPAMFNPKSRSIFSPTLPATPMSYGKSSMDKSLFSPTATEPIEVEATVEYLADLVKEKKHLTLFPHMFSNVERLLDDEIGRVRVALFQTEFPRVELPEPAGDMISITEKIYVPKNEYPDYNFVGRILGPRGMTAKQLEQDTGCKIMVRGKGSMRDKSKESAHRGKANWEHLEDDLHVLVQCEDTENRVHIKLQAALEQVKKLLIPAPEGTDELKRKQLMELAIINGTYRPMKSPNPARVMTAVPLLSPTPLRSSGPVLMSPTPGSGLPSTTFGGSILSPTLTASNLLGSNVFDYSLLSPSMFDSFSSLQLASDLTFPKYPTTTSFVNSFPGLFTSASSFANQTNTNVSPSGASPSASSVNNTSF
GSTO1 counter: counter-screen for RBBP9 inhibitors: inhibitors of human GSTO1 | hit rate 1.1% among 300,000 | recombinant GSTO1, activity-based probe fluorescence polarization | inhibition, % at 5.96 µM;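 active means inhibition above the campaign mean inhibition plus 3 SD, cut at about 35% in these data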;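 further: 0% = GSTO1-1 with DMSO and 100% = wells lacking GSTO1-1 enzyme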
MCL1 BIM primary: MCL1-BIM-BH3 interaction inhibition (human); inhibition, % at 10.9 µM; GST-MCL1 / FITC-Bim-BH3 fluorescence polarization; AID 2057; Q07820; hit rate 0.68% among 320,000;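 active means inhibition above the mean inhibition of all tested compounds plus 3 SD, set per campaign, cut at about 40% in these data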;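 further: 0% = DMSO wells and 100% = unlabeled Bim-BH3 peptide control; higher means more loss of mP so more displacement of Bim peptide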
PME-1 inh: PME-1 (human) inhibition; Q9Y570; recombinant PME-1, FP-Rh probe fluorescence polarization; inhibition, % at 5.9 µM; hit rate 0.53% among 320,000; AID 2130;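 active means inhibition above the campaign mean of all compounds plus 3 SD, cut at about 26% in these data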;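 further: competitive labeling of PME-1 active site by serine hydrolase directed probe; 0% = PME-1 with DMSO and 100% = wells lacking PME-1 enzyme; inhibitors block probe labeling so polarization falls and inhibition rises; many of its hits are not listed in these tables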
PAD4 FP inh: inhibitors of human PAD4; Q9UM07; recombinant PAD4, RCA probe fluorescence polarization; inhibition, % at 6.36 µM; hit rate 0.41% among 330,000;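 active means percent inhibition above a cutoff equal to the mean of all tested compounds plus 3 SD, cut at about 15% in these data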;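 further: 0% = PAD4 with RCA probe and DMSO and 100% = probe without PAD4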
BCLXL inh: inhibitors of human Bcl-xL. Q07817. GST-Bcl-xL / FITC-Bim BH3 peptide fluorescence polarization. inhibition, % at 10.9 µM. hit rate 0.7% among 320,000;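 active means inhibition above the mean of all tested compounds plus 3 SD, cutoff set per campaign, cut at about 30% in these data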;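 further: 0% = DMSO wells and 100% = unlabeled Bim-BH3 peptide competitor; inhibitors lower millipolarization by displacing the labeled peptide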
* hit, by the source's call; u = inconclusive; x = no result given. These rows are one share of the data (hit frequency here may not be typical).

SMILES	Fam108B counter	TPT1 inh	MEX-5 binding	GLD-1 TGE inh	GSTO1 counter	MCL1 BIM primary	PME-1 inh	PAD4 FP inh	BCLXL inh
CCn1c(NC(=O)c2ccccc2)nc2ccccc21	0	3	-2.8	1	-8	9	1	3	4
COc1cccc(NC(=O)CSc2ccccn2)c1	-4	6	1.1	-1	5	-13	0	1	-2
COc1ccc(C(=O)n2c(-c3ccco3)nc3ccccc32)cc1	0	1	0.1	4	11	3	0	-2	1
CCOc1cc(CN2CCN(c3ncccn3)CC2)ccc1OC	1	0	-0.9	8	0	-8	-2	-1	-1
O=C(O)CC(SCc1ccc(C(=O)O)o1)C(=O)O (stereo not drawn)	-3	-5	-1.3	6	0	3	-1	0	5
CCc1nnc(NC(=O)CCC(=O)NCC2CCCO2)s1 (stereo not drawn)	-3	-1	0.6	-8	8	-9	-1	0	4
O=C(NCc1ccccc1F)c1cccs1	1	0	0.9	-2	3	1	-1	2	-5
O=C(Cc1ccccc1F)Nc1cc(Cl)ccc1N1CCCC1	4	5	0.9	1	7	4	8	-3	5
COc1ccccc1N1CCN(Cc2cc(Br)c(O)c3ncccc23)CC1	7	-6	1.3	-8	0	5	8	-18	3
O=C1c2[nH]nc(-c3ccccc3O)c2C(c2cccc(Cl)c2)N1CC1CCCO1 (stereo not drawn)	0	2	-3.3	-4	-2	-4	1	-2	-1
O=C(O)c1cn(Cc2ccccc2)c2ccccc2c1=O	-2	-4	0.6	3	-6	3	3	-4	4
CC(Oc1ccc2ccc(=O)oc2c1)C(=O)NCC1CCC(C(=O)O)CC1 (stereo not drawn)	4	0	-3.5	-2	1	1	8	2	-2
Cc1ccc(N2C(=O)c3ccccc3NC2c2ccccc2O)cc1 (stereo not drawn)	0	-1	-2.0	-5	5	3	0	3	4
Cc1c(Cl)cccc1N=C(N)N=C(N)N	-2	0	-0.7	-13	4	6	0	-4	-4
C/C(O)=C(/C=Nc1ccccc1)C(=O)Nc1ccccc1	-3	-3	-0.2	-4	-1	3	3	-6	5
N#Cc1ccc(C(=O)NCC(c2ccco2)N2CCCCC2)cc1 (stereo not drawn)	1	1	-0.7	5	1	0	-10	-4	4
CCN(CC(=O)Nc1ccccc1C(F)(F)F)C(=O)Cn1c(=O)cnc2ccccc21	1	1	0.0	12	1	-10	-5	3	-7
C=CCc1cc(Cl)ccc1OC(=O)Nc1cccc(Cl)c1	-5	0	1.8	0	-13	4	-12	-6	1
COC1(OC)N=C(N)C2(C#N)C(c3ccc(C)cc3)C12C#N (stereo not drawn)	0	-2	0.0	-3	7	11	-2	-3	8
CCN1CCN(C(c2cc(OC)c(OC)c(OC)c2)c2nnnn2C(C)C)CC1 (stereo not drawn)	-4	-5	-1.1	1	2	6	2	0	7
CC(C)c1cc(C(=O)N2CCCC(Nc3ccc(F)cc3)C2)n[nH]1 (stereo not drawn)	0	-4	-1.1	-1	6	-2	1	-2	0
O=c1[nH]cnc2c1C1(CCCC1)Cc1ccccc1-2	-8	-1	-1.5	1	-11	2	-5	-2	5
CCOc1ccc(NC(=O)c2ccc(N3CC4CC(C3)c3cccc(=O)n3C4)c(N)c2)cc1 (stereo not drawn)	0	-1	-1.2	3	-3	1	-4	0	4
CCOc1ccccc1N1CCN(CC(=O)NC(=O)NCc2ccco2)CC1	-3	4	-2.4	1	1	1	0	-3	-5
CCN1C(=O)/C(=C/C=C2/Sc3ccccc3N2CCO)SC1=S	-25	40*	-3.5	-2	-49	-7	-41	-97	-8
O=C(O)COn1c(-c2ccccc2)nc2ccc([N+](=O)[O-])cc21	2	-6	-1.0	10	14	35	-6	-3	17
CCn1c(SCC(=O)NCc2ccco2)nnc1-c1ccc(N)cc1	5	-2	x	0	-1	-11	0	0	-4
CCc1ccc(NC(=O)CSc2nc3cc(C(=O)OC)ccc3c(=O)n2Cc2ccco2)cc1	-1	-3	2.0	-1	-7	-1	-5	-3	3
Cc1c(C(=O)O)sc2nc(/C=C/c3cccc(F)c3)[nH]c(=O)c12	1	-2	-2.2	-8	-10	5	-13	5	10
CC1CCC(=NNC(=O)c2ccccc2-n2cccc2)CC1 (stereo not drawn)	-1	1	0.2	11	2	-4	-8	-6	3
CCC(C(=O)Nc1ccc2c(c1)OCCO2)n1c(=O)[nH]c2ccccc2c1=O (stereo not drawn)	7	2	0.2	2	0	9	2	-9	1
COc1nc(OC)nc(N2CCC(C(=O)NCc3ccc(F)cc3)CC2)n1	4	2	0.3	10	5	8	-7	-4	6
COC1CCCN(Cc2c(C(=O)N3CCc4ccccc4C3)nc3ccc(Cl)cn23)C1 (stereo not drawn)	0	0	-6.0	6	5	12	3	-2	11
Cc1ccc(S(=O)(=O)N2[C@@H](c3ccc(Cl)cc3)C(C(=O)O)=CC[C@H]2c2cccc(C)c2)cc1	-1	2	x	3	-6	2	4	-2	1
Cc1c(NC(=O)COC(=O)/C=C/c2ccccc2Br)c(=O)n(-c2ccccc2)n1C	x	x	x	5	x	7	1	1	3
CCOc1ccc(N(C(=O)c2snc(C(N)=O)c2N)C(C)C(=O)NC2CCCCC2)cc1 (stereo not drawn)	-7	-1	-2.1	-1	-3	-13	-12	-8	-8
CC(=O)Nc1ccc(NC(=O)/C=C/c2cccc(C(F)(F)F)c2)cc1	3	-3	2.1	6	-4	-9	1	1	-2
O=S(=O)(NC1=NCCC1)c1cccc(NC(=S)NCCc2ccccc2)c1	1	-2	1.0	-4	-3	7	-1	-5	5
Cc1noc(C)c1COc1ccccc1C(=O)NCCc1ccc(S(N)(=O)=O)cc1	-6	-4	-0.6	10	-1	0	-2	-3	5
CC(C)N(CC(O)COc1ccc(CC(N)=O)cc1)CC(O)COc1ccc(CC(N)=O)cc1 (stereo not drawn)	2	-4	0.2	0	-4	0	0	-7	7
O=C(NCCCN1CCCCC1)c1ccc2c(c1)NC(=O)C(N1CCCCC1)S2 (stereo not drawn)	-3	0	-0.3	5	0	6	5	0	10
O=C(COC(=O)Cc1ccc(Cl)cc1)Nc1c(F)cccc1F	-2	-2	-0.1	2	4	10	-1	5	10
Cc1cc(C=O)c(C)n1-c1cc(C(=O)O)cc(C(=O)O)c1	-3	5	-4.4	6	7	3	0	-7	7
Nc1c(C=C2C=CC(=O)C=C2)c(=O)nc2sc(CC(=O)N3CCOCC3)nn12	-4	-1	-10	-1	-2	3	-2	2	11
COCCn1c(C)cc(C(=O)CSc2nnc(C)s2)c1C	0	0	0.7	-2	3	2	-3	-4	4
Cc1ccc(-n2c(SCC(=O)N(C)C)nnc2-c2ccco2)cc1	2	-6	0.4	-1	-4	-9	-1	-2	1
COc1ccc(Sc2nnc(Cc3ccccc3)c3ccccc23)cc1	0	-3	-0.5	0	-22	-3	1	11	0
COc1ccc(N(CC(=O)NCc2ccc(F)cc2)C(=O)c2snc(C(N)=O)c2N)cc1	3	-1	2.7	-2	1	2	3	1	1
COC(=O)c1c(C(=O)OC)c(-c2ccc(OC)cc2)n2c1CCC2	0	0	1.6	-3	-2	15	-1	3	6
CCCOc1ccc(OCCN2CCCC(C)C2)cc1 (stereo not drawn)	-1	2	-2.4	0	-2	-3	-9	-1	5
Next section
SMILES	Fam108B counter	TPT1 inh	MEX-5 binding	GLD-1 TGE inh	GSTO1 counter	MCL1 BIM primary	PME-1 inh	PAD4 FP inh	BCLXL inh
CCCc1ccc(Oc2c(-c3ccc(O)c(C)c3O)n[nH]c2C)cc1	-1	-3	0.6	5	4	4	2	-1	5
CCOC(=O)c1ccc(N=Nc2c(C)c(C#N)c(O)[nH]c2=O)cc1	5	-1	u	12	10	5	1	-5	10
COc1ccc2[nH]c(C(=O)O)c(NS(=O)(=O)c3ccc(C)cc3C)c2c1	0	-2	-7.0	4	-9	9	-2	-3	2
CCc1ccccc1NC(=O)NC(C)c1ccc2c(c1)OCO2 (stereo not drawn)	-2	-1	-1.8	5	0	-4	-2	-1	4
CCCCn1c(N)c(N(CCC(C)C)C(=O)C2CC(=O)N(c3cccc(SC)c3)C2)c(=O)[nH]c1=O (stereo not drawn)	1	-5	0.9	5	-3	-15	3	-2	-6
CCCCC(=O)Nc1ccc(NC(=S)NC(=O)c2ccco2)cc1OC	-2	12	-3.2	4	-4	19	5	-1	10
O=C(NCc1nnc(SCC(=O)N2CCOCC2)o1)c1cccs1	5	-1	-1.5	-1	9	1	3	-2	1
Cc1ccc(S(=O)(=O)N2CCCN(c3nccc(C(F)(F)F)n3)CC2)cc1	-4	1	4.6	3	9	4	2	1	4
Cc1ccccc1N1C(=O)CN(Cc2sccc2C)C1=S	0	-1	0.0	2	17	9	-4	0	4
Cc1oc(-c2ccccc2)nc1C(=O)OCC(=O)NC(C)c1ccccc1 (stereo not drawn)	x	x	x	-2	x	-3	8	0	0
CCCCNC(=O)N1CCC(CCC(=O)N(C)Cc2ccccc2)CC1	1	-1	-1.1	2	-3	5	-2	-4	-3
COC1C(C)=C(C)C(=O)N1Cc1ccccc1 (stereo not drawn)	-1	0	1.1	-1	3	2	3	3	3
O=C(NCc1ccncc1)C1CCCCC1	-2	0	-0.3	-4	3	-1	5	-3	-1
Cc1ccc2c(CC(=O)NCC(C)(C)N3CCOCC3)coc2c1	-4	1	x	7	3	-6	-5	7	0
COc1ccc(CC(=O)OCc2nnc(C3COc4ccccc4O3)o2)cc1OC (stereo not drawn)	-1	-2	-0.4	5	-2	12	0	-4	3
CCCn1c(Nc2ccccc2C)nc2ccccc21	2	-2	2.2	0	1	-3	3	-3	2
COCCNCc1ccccc1[N+](=O)[O-]	-2	-2	x	-1	-1	4	-1	-5	4
C/C(=N\NC(=O)c1ccc2c(c1)OCO2)c1ccco1	1	3	0.8	0	4	2	-4	-1	3
COc1cc2sc3ccc(-c4ccc5[nH]ccc5c4)cc3c(=O)c2cc1OC	-5	-2	0.9	8	-15	-8	-14	-10	-6
CC(C)(C)c1ccc(OC(=O)c2ccc3snnc3c2)cc1	-2	1	0.7	0	-2	-2	-9	-4	0

Ordered by the number under PME-1 inh (falling): some entries from above
Compound	TPT1 inh	MEX-5 binding	GLD-1 TGE inh	MCL1 BIM primary	PME-1 inh	PAD4 FP inh	BCLXL inh
O=C(NCc1ccncc1)C1CCCCC1	0	-0.3	-4	-1	5	-3	-1
COC1C(C)=C(C)C(=O)N1Cc1ccccc1 (stereo not drawn)	0	1.1	-1	2	3	3	3
C/C(=N\NC(=O)c1ccc2c(c1)OCO2)c1ccco1	3	0.8	0	2	-4	-1	3

(cont.)
SMILES	Fam108B counter	TPT1 inh	MEX-5 binding	GLD-1 TGE inh	GSTO1 counter	MCL1 BIM primary	PME-1 inh	PAD4 FP inh	BCLXL inh
Cc1cc(Cl)ccc1OCC(=O)NCCOC(=O)Nc1sc(=S)n(C)c1C	0	0	-0.8	1	5	4	2	-4	2
CC1=C(C(=O)OC(C)C)C(c2cccnc2)C2=C(CCCC2=O)N1 (stereo not drawn)	-1	-1	-0.1	2	1	-3	-6	-2	5
Cc1cc(S(=O)(=O)Nc2c(C)ccc3nsnc23)ccc1F	1	-2	x	1	2	0	-1	-1	-2
Cc1onc(-c2ccccc2)c1C(=O)NNC(=S)NC(=O)c1ccc(Cl)cc1Cl	-2	-1	-1.4	6	-13	21	-1	-4	8
Cc1ccc(Cn2c(N/N=C/c3ccncc3)nc3c2c(=O)n(C)c(=O)n3C)cc1	2	1	-1.5	-4	4	8	2	1	7
Nc1ccccc1C(=O)N1CCc2ccccc21	-7	3	-0.3	-5	3	4	5	-9	0
O=C(COC(=O)c1ccccc1[N+](=O)[O-])c1ccc2c(c1)OCO2	2	2	3.1	-3	3	-1	1	4	2
